SENP6 block = inhibitors of human SENP6 protease | Q9GZR1 | Recombinant SENP6 catalytic domain, aminoluciferin luminescence | inhibition, % at 10 µM | 1.8% of 330,000 active | AID 2599;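 active = inhibition above about 50% at the single tested dose, limit read from the data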;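 also: plate controls were DMSO wells with enzyme for no effect and DMSO wells lacking enzyme for full effect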
SENP8 inh = blocks human SENP8 cleavage of Nedd8 substrate | Q96LD8 | recombinant SENP8, Nedd8 substrate fluorescence | inhibition, % at 20 µM | 0.64% of 360,000 active; in the data active = inhibition mostly above about 40%, no sharp cut-off; inactive = mostly below about 27%
SENP7 inh = inhibitors of human SENP7 protease. Q9BQF6. recombinant SENP7, Z-RLRGG-aminoluciferin luminescence, 40 min. inhibition, % at 5 µM. 1.5% of 330,000 active. AID 434973;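 active = inhibition above about 50% at the single test dose, limit read from the data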;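 also: plate controls were DMSO with enzyme for no effect and no enzyme buffer wells for full effect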
MPTP inh = blocks calcium-induced mitochondrial swelling | isolated mouse mitochondria, Ca2+ swelling absorbance, 30 min | inhibition, % at 10 µM | 1.4% of 360,000 active;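 active = inhibition of 50% or more, scaled per plate between neutral and stimulator controls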;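 also: 0% = DMSO wells given calcium and 100% = 1 mM EGTA wells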
HKDC1 inhibitor = blocks human hexokinase HKDC1 activity. Q2TB90. recombinant HKDC1, G6PDH/diaphorase resazurin coupled fluorescence. inhibition, % at 20 µM. 0.16% of 340,000 active;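 active = inhibition above about 35% when tested at 20 µM, limit read from the data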;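 also: plate controls were DMSO wells with enzyme for no effect and DMSO wells lacking enzyme for full effect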
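Assay system: in-house recombinant HK5 (HKDC1) enzyme. Input: HKDC1 at 5 µg/mL. Medium: Tris pH 8.0 buffer with MgCl2, Tween-20, BSA, BME. Dosing: single 20 µM dose. Schedule: 90 min reaction incubation at room temperature, dark. Signal: resazurin-to-resorufin fluorescence via G6PDH and diaphorase coupling, 525/613 nm. Controls: DMSO-enzyme wells negative, buffer-substituted wells positive.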
NR3A LBD binder = NR3A (human) ligand-binding domain modulation | Tm shift relative to glycine control, % at 25 µM | NR3A LBD differential scanning fluorimetry, Tm shift; 0% = protein alone, 100% = glycine-bound protein | 2.5% of 340,000 active | AID 1259313;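 active = melting temperature shift of at least 10% of the positive control shift, at one fixed dose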
ATG4B inh = blocks human ATG4B protease cleavage of LC3 substrate | inhibition, % at 8.33 µM | ATG4B cleavage of LC3-PLA2, NBD-HPC fluorescence, 1 h | 0.51% of 340,000 active; in the data active = inhibition above about 40%
Target sequence (Q9Y4P1 whole entry, looked up): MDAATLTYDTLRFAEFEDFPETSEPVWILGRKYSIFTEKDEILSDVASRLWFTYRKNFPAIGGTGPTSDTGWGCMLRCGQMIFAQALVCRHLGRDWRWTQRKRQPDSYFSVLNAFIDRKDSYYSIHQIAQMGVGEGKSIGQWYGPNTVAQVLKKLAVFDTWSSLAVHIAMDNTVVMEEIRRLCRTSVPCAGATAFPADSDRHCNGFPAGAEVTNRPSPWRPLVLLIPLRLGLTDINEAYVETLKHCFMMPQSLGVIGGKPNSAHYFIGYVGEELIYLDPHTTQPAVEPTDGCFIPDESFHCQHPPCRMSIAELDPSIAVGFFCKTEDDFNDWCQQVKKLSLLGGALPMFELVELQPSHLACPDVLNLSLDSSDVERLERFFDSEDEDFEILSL
PfG6PD inh = PfG6PD (Plasmodium falciparum) enzyme inhibition. inhibition, % at 20 µM. 0.78% of 350,000 active. PfGluPho enzyme, NADPH resazurin-diaphorase fluorescence. AID 504690;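 active = inhibition reaching at least a set limit at 20 µM in the primary screen, cut at about 59% in these data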;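 also: 0% = DMSO wells with substrate and 100% = DMSO wells lacking glucose-6-phosphate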
Active calls of the source: *; / = not tested or not shown.

item	compound	SENP7 inh	MPTP inh	SENP8 inh	SENP6 block
1	CC1(C)CC(NC(=O)C(F)(F)F)CC(C)(C)N1OC(=O)c1ccco1	-9	-1.2	4	-6
2	CC(=O)c1ccc(NCC(=O)N2CCN(c3ccccc3)CC2)cc1	-2	0.8	-2	-10
3	Cc1c(C)n(CC(O)CNCCO)c2ccccc12 (configuration not stated)	-3	-4.1	-4	11
4	CC(C)C(=O)N1CCN(CCN2C(=O)c3cccc4cccc(c34)C2=O)CC1	10	0.1	-2	-8
5	CCCCCOc1ccc2oc(=O)c3c(c2c1)CCCN3C(=O)CN1CCCC(C(=O)OCC)C1 (configuration not stated)	4	7.1	-30	-14
6	CC(=O)Nc1nc(C(=O)Nc2c(C)n[nH]c2C)cs1	-3	-1.6	11	4
7	CCCn1c(NC(=O)CN2C(=O)NC3(CCCC3)C2=O)nc2ccccc21	9	0.1	22	5
8	CCCn1c(=O)c2c(C(F)(F)F)cc(-c3ccco3)nc2n(CCC)c1=O	7	2.2	-263	-9

item	ATG4B inh	NR3A LBD binder	HKDC1 inhibitor	PfG6PD inh
1	-1	0	-1	-14
2	-1	-1	-4	-2
3	-5	0	11	-14
4	-8	0	-8	-2
5	-9	2	7	22
6	-8	3	-8	2
7	-1	-2	0	-15
8	-13	-2	-10	0

Additional structures
item	compound	SENP7 inh	MPTP inh	SENP8 inh	SENP6 block
9	CC(NC(=O)c1ccco1)C(=O)OCC(=O)c1ccc(Cl)s1 (configuration not stated)	-5	-0.9	9	-2
10	COc1ccc(CC(NC(C)=O)C(=O)NC2CCN(C(=O)c3ccncc3)CC2)cc1OC (configuration not stated)	3	1.2	5	14
11	COc1ccc2c(c1)c1ncn(Cc3ccco3)c(=O)c1n2C	-2	0.1	-312	-2
12	Cc1ccc(C(=O)N2CCN(c3ccc([N+](=O)[O-])cc3-n3cccc3)CC2)cc1	-5	2.3	26	-7
13	Cc1ccc(NC(=O)CS(=O)CC(=O)Nc2ccc3c(c2)OCO3)cc1Cl (configuration not stated)	-6	4.0	16	-8
14	COc1cccc(NC(=O)COC(=O)CCSc2ccccc2)c1	-4	0.9	16	-17
15	O=C(COC(=O)/C=C/c1cccs1)Nc1ccc2ccccc2c1	-3	-0.1	14	-22
16	O=C(COC(=O)/C=C/c1cccc(C(F)(F)F)c1)NC1CCS(=O)(=O)C1 (configuration not stated)	1	-0.4	12	12

item	ATG4B inh	NR3A LBD binder	HKDC1 inhibitor	PfG6PD inh
9	-5	-3	-6	6
10	1	-3	-6	1
11	-7	0	1	23
12	-8	-7	2	54
13	-8	30*	-1	13
14	-2	2	11	-19
15	1	-7	-6	-1
16	0	3	-3	0

Next section
item	compound	SENP7 inh	MPTP inh	SENP8 inh	SENP6 block
17	Cn1c(N=Nc2ccc(N3CCOCC3)cc2)[n+](C)c2ccccc21	/	81*	15	/
18	CCN1C(=O)C(=O)c2cc(C)ccc21	-4	0.0	-73	6
19	COc1cc(SC)ccc1C(=O)Nc1c(C)cccc1C	-2	-2.3	12	7
20	Cc1ccc(-c2c3c([nH]c(=S)c2C#N)CCCC3)o1	5	7.6	-9	26
21	CCOc1ccc(-c2nc(CS(=O)(=O)CC(=O)NCc3ccc(F)cc3)c(C)o2)cc1	3	-1.2	23	3
22	Cc1nnc(SCC(=O)Nc2ccccc2NC(=O)CSc2nnc(C)s2)s1	10	-0.9	13	3
23	Cc1ccc(Cl)cc1N1CCN(S(=O)(=O)c2ccc3c(c2)NC(=O)C(C)C(=O)N3)CC1 (configuration not stated)	-6	2.0	8	1
24	CS(=O)(=O)C1=NSC2=NC(=O)/C(=C\c3ccc(OC(=O)c4ccco4)c(Br)c3)C(=N)N21	5	-1.6	-9	47

item	ATG4B inh	NR3A LBD binder	HKDC1 inhibitor	PfG6PD inh
17	2	-5	-1	51
18	-9	2	1	0
19	-3	-2	-4	19
20	2	-4	2	59*
21	-3	-24	-2	1
22	-3	-5	-6	0
23	-17	0	-9	-11
24	20	2	30	2

Other entries
item	compound	SENP7 inh	MPTP inh	SENP8 inh	SENP6 block
25	Cc1cccc(N(C(=O)c2sc(C)nc2C)C(C(=O)NCC2CCCO2)c2ccccc2)c1 (configuration not stated)	4	-3.6	14	-29
26	CCCOc1ccc(Cl)cc1CN1CCOCC1	2	-5.5	11	-13
27	Cc1cccc(Cl)c1NC(=S)NCCc1ccccn1	-5	2.5	12	-29
28	CC(=O)c1cccc(Nc2ccc(-c3ccccc3F)nn2)c1	-1	2.9	-6	-49
29	O=C(Nc1ccc(OCC(F)(F)C(F)F)c(C(F)(F)F)c1)c1ccc(Cl)cc1	-2	91*	29	-14
30	Cc1ccccc1C(=O)O/N=C1\CCS(=O)(=O)c2sccc21	11	-0.5	20	-8
31	COc1ccccc1N(C)S(=O)(=O)c1ccc(C(=O)Nc2cccc(S(=O)(=O)N3CCOCC3)c2)cc1	/	1.5	11	/

item	ATG4B inh	NR3A LBD binder	HKDC1 inhibitor	PfG6PD inh
25	-9	1	-4	16
26	-8	2	-4	-12
27	-1	2	-8	8
28	1	-12	-1	19
29	8	31*	3	86*
30	13	-1	-1	-9
31	-41	0	0	7

High-throughput results from PubChem BioAssay.
